# GalR3 antagonist: GalR3 antagonists in HEK293 cells, primary screen, cell-based, fluorescence readout; Galanin receptor type 3 (Homo sapiens), O60755; HEK293 GalR3-CNG cAMP membrane potential fluorescence; galR3 body fused to GalR1 C-terminus; inhibition, % at 3 µM; 360,000 compounds, 0.44% hits; AID 651719, 2012;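 active = inhibition above the screen-wide average plus 3 SD, cut at about 13% in these data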;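 note: forskolin and galanin both at EC90 stimulate the cells; cAMP rise reported by CNG channel membrane potential dye signal; 0% = forskolin plus galanin with DMSO and 100% = forskolin alone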
# Target sequence (O60755 1-299 limits assumed): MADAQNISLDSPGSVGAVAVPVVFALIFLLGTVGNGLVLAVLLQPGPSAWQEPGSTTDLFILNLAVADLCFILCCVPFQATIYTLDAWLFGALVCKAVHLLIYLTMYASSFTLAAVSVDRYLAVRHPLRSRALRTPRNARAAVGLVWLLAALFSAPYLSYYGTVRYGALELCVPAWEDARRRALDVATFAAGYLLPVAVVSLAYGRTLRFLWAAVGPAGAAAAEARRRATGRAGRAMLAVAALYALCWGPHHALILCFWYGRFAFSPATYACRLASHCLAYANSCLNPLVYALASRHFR
# NALP1 yeast inh: NALP1 inflammasome inhibitors in reconstituted yeast, colorimetric, S. cerevisiae, triplicate retest. 280,000 compounds, 0.61% hits. S. cerevisiae NALP1/ASC/caspase-1 growth, X-gal OD620, 72 h. inhibition, % at 10 µM. AID 2071, 2009; in the data active = inhibition mostly above about 24%, no sharp cut-off; inactive = mostly below about 32%; note: some compounds called inactive have numbers as strong as hits
# OXTR ag: human OXTR agonists, primary screen, fluorescence, CHO-OTR cells, Fluo-8 calcium; Oxytocin receptor (Homo sapiens), P30559; Fluo-8 calcium fluorescence; normalized: DMSO 0%, oxytocin 100%; activation, % at 3 µM; 320,000 compounds, 0.32% hits; AID 2435, 2010;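 active = activation above the mean of all tested compounds plus 3 SD, cutoff set per screening run, cut at about 20% in these data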;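 note: peak over basal fluorescence ratio from a 100 s FLIPR kinetic read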
# Target sequence (P30559 whole entry, looked up): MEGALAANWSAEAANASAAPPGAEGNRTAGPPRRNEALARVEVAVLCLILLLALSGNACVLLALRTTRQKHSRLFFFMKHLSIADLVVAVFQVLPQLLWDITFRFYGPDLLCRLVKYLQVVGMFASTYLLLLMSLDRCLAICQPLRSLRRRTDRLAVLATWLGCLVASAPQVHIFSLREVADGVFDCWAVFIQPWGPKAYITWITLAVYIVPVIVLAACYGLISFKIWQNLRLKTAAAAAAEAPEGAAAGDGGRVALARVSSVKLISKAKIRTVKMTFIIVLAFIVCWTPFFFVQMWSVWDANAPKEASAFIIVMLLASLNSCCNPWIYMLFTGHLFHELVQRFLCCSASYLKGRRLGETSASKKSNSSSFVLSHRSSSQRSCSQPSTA
# V1R ag counter: agonists of human V1a receptor, primary screen, counter-screen for OXTR agonist project, fluorescence, CHO-V1R cells; Vasopressin V1a receptor (Homo sapiens), P37288; Fluo-8 calcium fluorescence, agonist mode; 0% DMSO, 100% 3 nM vasopressin; activation, % at 3 µM; 320,000 compounds, 0.25% hits; AID 2797, 2010;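 active = activation above the mean activation of all tested compounds plus 3 SD, per screening run, cut at about 20% in these data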;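 note: signal is peak over basal fluorescence ratio across a 100 second FLIPR read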
# Target sequence (P37288 whole entry, looked up): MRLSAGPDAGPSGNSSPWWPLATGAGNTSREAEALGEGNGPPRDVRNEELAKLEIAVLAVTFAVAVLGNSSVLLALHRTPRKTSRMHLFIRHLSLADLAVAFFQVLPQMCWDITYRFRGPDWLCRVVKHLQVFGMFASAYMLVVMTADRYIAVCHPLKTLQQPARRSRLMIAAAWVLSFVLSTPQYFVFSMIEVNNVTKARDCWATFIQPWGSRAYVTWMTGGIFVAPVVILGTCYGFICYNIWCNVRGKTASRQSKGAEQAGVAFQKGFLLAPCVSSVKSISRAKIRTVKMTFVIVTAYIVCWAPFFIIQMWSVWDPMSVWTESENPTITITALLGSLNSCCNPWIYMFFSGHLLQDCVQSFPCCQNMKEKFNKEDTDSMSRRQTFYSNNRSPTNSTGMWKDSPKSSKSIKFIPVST
# MEKK2 WT-MEK5: modulators of MEK5 binding to wildtype MEKK2, primary screen, biochemical, multiplex bead flow cytometry, Alexa488-MEK5; binding response (% of control), % at 10 µM; Alexa488-MEK5 binding to MEKK2 WT; actives lie on both sides; Mitogen-activated protein kinase kinase kinase 2 (Homo sapiens), Q9Y2U5; 290,000 compounds, 1.1% hits; in the data active = binding response below about 67% or above about 130%
# OXTR potentiate: human OXTR potentiators, primary screen, fluorescence, CHO-OTR cells, Fluo-8 calcium | Oxytocin receptor (Homo sapiens), P30559 | Fluo-8 calcium fluorescence, potentiator mode; 0% = oxytocin EC15, 100% = EC100 | activation, % at 3 µM | 320,000 compounds, 0.061% hits;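 active = activation above that plate's cutoff, the mean activation of tested compounds plus 3 SD, cut at about 6.6% in these data, passing the limit was not always enough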;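 note: 100% uses oxytocin at 75 nM as the full agonist control; some results filed as inactive read as strong as hits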
#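 Replication – single well per compound, singlicate · Assay system – CHO cell line stably expressing human OTR · Timing – 6 min pre-incubation, 100 s read · Measure – normalized max/min fluorescence ratio, % activation · Doses – 3.0 µM, one dose · Detection – Fluo-8 calcium dye fluorescence · Probe or stimulus – oxytocin near EC15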
# M18AAP inhibitor: PfM18AAP inhibitors, malaria aminopeptidase, primary screen, biochemical, QFRET, recombinant enzyme | 290,000 compounds, 1.2% hits | AID 1822, 2009 | inhibition, % at 7.35 µM | M18 aspartyl aminopeptidase (Plasmodium falciparum 3D7) | H-Glu-NHMec fluorogenic cleavage;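 active = inhibition above the campaign mean inhibition over all tested compounds plus 3 SD, cut at about 28% in these data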;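 note: 0% = plate median of test compound wells and 100% = 2 mM ZnCl2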
# MEKK2mut PB1 HTS: MEK5 binding signal on mutant MEKK2 PB1, primary screen, biochemical, multiplex bead flow cytometry, Alexa488-MEK5 | Alexa488-MEK5 binding to MEKK2 mutant | percent response, % at 10 µM | 290,000 compounds, 0.35% hits | AID 1530, 2009; in the data active = percent response above about 24%, passing the limit was not always enough; note: inactives centre near 1; some results filed as inactive read as strong as hits
# GPR7 antagonist: GPR7 receptor antagonists, primary screen, cell-based, fluorescence, single concentration; AID 1861, 2009; 290,000 compounds, 1.1% hits; Neuropeptides B/W receptor type 1 (Homo sapiens), P48145; GPR7-expressing cells, fluorescence antagonist assay; inhibition, % at 4.4 µM; in the data active = inhibition above about 16%, passing the limit was not always enough;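 note: cells stimulated with the agonist NPW; 0% = agonist with vehicle and 100% = vehicle without agonist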
# * = called active by the depositor; . = no result given. Rows were taken by chance. About 4.1% of those tested had a hit in this group.
SMILES,GalR3 antagonist,NALP1 yeast inh,OXTR ag,V1R ag counter,MEKK2 WT-MEK5,OXTR potentiate,M18AAP inhibitor,MEKK2mut PB1 HTS,GPR7 antagonist
COC(=O)c1cc(S(=O)(=O)N2CCCCCC2)cn1C,-7.5,15.3,-0.6,0.3,104.0,-0.1,0.8,1.0,-12.2
CC(C)(C)OC(=O)C[C@@H]1C/C=C\C[C@@H](CC(=O)NCCO)C(=O)NC[C@H](c2ccccc2)OC1=O,-8.7,.,1.2,0.3,.,1.2,.,.,.
CC/C(=N\Nc1ccccc1[N+](=O)[O-])c1ccc(O)cc1,-0.3,-0.9,-1.6,-1.0,93.0,-5.7,4.5,-12.0,-11.8
CC(=O)O[C@H]1CC(C)(C)C(=C=C/C(C)=C/C=C/C(C)=C/C=C/C=C(C)/C=C/C=C(\C)C(=O)C[C@@]23O[C@]2(C)C[C@@H](O)CC3(C)C)[C@](C)(O)C1,.,-1.4,0.7,-0.3,87.0,-5.7,.,-6.0,.
O=C1C(C2=NC(c3ccccn3)C3C(=O)N(c4ccccc4)C(=O)C23)=C(O)c2ccccc21 (stereo not drawn),-6.0,.,0.8,0.9,101.0,-1.9,70.5*,1.0,-10.1
CN(C)/C=N/c1sccc1C(N)=O,-2.4,4.7,1.6,0.8,104.0,2.0,-0.2,3.0,-10.9
CCn1cc(/C=N\NC(=O)c2csc3ccccc23)c(C)n1,1.1,28.1,0.0,0.2,.,-10.7,-6.0,.,-4.9
NC(=O)CSc1nccn1Cc1ccc(Cl)cc1,4.9,-41.0,0.1,0.1,102.0,1.5,-4.6,-1.0,0.3
COC(=O)Cn1nc(-c2ccc(C)cc2)c2ccccc2c1=O,-5.8,-2.1,-1.4,-1.8,98.0,-8.2,1.6,5.0,-9.2
O=C(COC(=O)c1ccc(Br)o1)NCCc1ccccc1,-4.7,11.2,-1.3,-0.1,111.0,2.3,-8.4,-1.0,-0.5
COc1cc(OC)cc(-c2nc3ccccc3c(=O)o2)c1,-0.3,-76.4,-0.9,-0.5,99.0,-16.6,-4.3,4.0,-1.5
Cc1ccccc1-c1nnc(SCC#N)o1,4.4,6.7,0.5,0.3,98.0,-3.1,2.7,-1.0,-4.4
Cc1ccc(C(=O)Oc2ccc3c(c2)ncn3C)cc1,6.2,50.8,0.5,0.8,95.0,-1.6,-8.8,0.0,-1.1
CC(=O)Nc1c2c(nn1-c1ccc(C)cc1C)CSC2,-0.8,28.2,-0.6,0.1,104.0,-0.9,3.5,4.0,-6.6
Cc1cccc(NC(=S)NC2CC3CCCC(C2)N3Cc2cccs2)c1C (stereo not drawn),-6.5,-0.8,-0.3,0.4,.,-7.0,-5.8,.,-3.3
CC(C)c1nnc(NC(=O)CS(=O)(=O)c2ccccc2)s1,-4.7,9.5,2.2,0.3,96.0,-6.2,-0.1,-4.0,-1.6
CCOC(=O)c1c(C)[nH]c(C)c1C(=O)COC(=O)c1cc2ccccc2cc1O,-2.7,45.7,-0.4,3.0,96.0,-14.4,53.1*,6.0,0.2
Cc1cccc(N2CCN(C(=O)C3CCN(S(=O)(=O)c4c(C)noc4C)CC3)CC2C)c1 (stereo not drawn),-8.2,4.1,3.4,6.5,91.0,-8.1,7.2,-5.0,-8.8
CCOC(=O)c1oc2ccccc2c1NC(=O)c1ccco1,-2.6,-1.3,-0.8,-0.7,102.0,-14.9,-1.2,4.0,-11.3
Cc1cc(F)ccc1NC(=O)c1cccnc1,-5.3,7.7,0.8,-0.1,101.0,-5.7,1.4,1.0,-6.1
CC(=O)c1ccccc1C(=O)N1CCCC(CCC(=O)N2CCN(c3ccccn3)CC2)C1 (stereo not drawn),6.2,-7.8,-1.1,1.4,104.0,-2.0,-4.0,4.0,-14.9
CCC1(c2ccccc2)NC(=O)N(CC(=O)Nc2ccccc2C(=O)NC2CCCC2)C1=O (stereo not drawn),-0.4,.,0.4,-1.2,.,-2.4,.,.,.
Cc1cccc2cc(CN(CCc3ccccc3)C(=O)N3CCOCC3)c3nnnn3c12,-4.1,-0.4,-0.5,-0.3,101.0,-15.0,-4.0,0.0,-9.5
CCOc1ccc(NC(=S)NN2CCN(C)CC2)cc1,-3.5,13.9,0.6,0.5,96.0,8.2,0.7,-2.0,0.3
O=C(Nc1ccsc1C(=O)NC1CCCCC1)c1ccc(F)cc1,-3.3,1.7,-1.4,-0.5,101.0,-18.9,-1.8,1.0,-3.5
COc1cccc(NC(=O)C2C3C=CC4(O3)C2C(=O)N(C2CC2)C4C(=O)NC2CCCCC2C)c1 (stereo not drawn),-2.3,-5.9,0.2,1.0,104.0,-7.3,-4.2,2.0,-0.6
CCOc1ccc(-c2csc(NC(=O)CSCC(=O)O)n2)c2ccccc12,-4.3,35.5,-1.1,4.8,100.0,-1.1,1.4,-2.0,-6.4
COc1cccc(-c2nnc(-c3ccc(C)o3)o2)c1,-3.8,6.2,-1.7,-0.5,104.0,-16.9,3.7,-2.0,-8.1
COc1ccc(CCN2C(=S)N(c3ccccc3)C(=O)C2CC(=O)O)cc1OC (stereo not drawn),-10.4,-81.6,-0.2,-0.3,106.0,-7.3,9.9,5.0,-2.4
Cc1cccc(NC(=O)c2ccc([N+](=O)[O-])s2)n1,-1.5,19.9,0.9,1.6,97.0,-3.4,-1.4,-1.0,-10.2
Cc1ccc(NC(=O)COC(=O)C2=COCCO2)c([N+](=O)[O-])c1,-3.9,6.0,0.1,1.2,95.0,3.5,-3.1,2.0,1.4
O=C(Cc1ccc(S(=O)(=O)N2CCOCC2)s1)OCc1ccc(Cl)cc1,-8.4,.,1.4,2.7,.,-10.9,.,.,.
CC(CN1C(C)CCCC1C)OC(=O)c1ccccc1Cl (stereo not drawn),2.9,11.0,1.2,1.0,70.0,1.2,-16.6,-13.0,0.6
Cc1cc(N2CCCCC2)ccc1[N+](=O)[O-],-3.3,36.3,0.1,2.7,97.0,-8.6,-1.3,-2.0,0.5
O=C(c1ccccc1)n1ccc(-c2cnc(-c3ccccc3)s2)n1,1.1,4.3,5.8,2.2,101.0,-5.1,-6.6,-1.0,-4.7
COc1ccc2c(C)cc(=O)[nH]c2c1,6.6,1.6,-0.2,-0.8,99.0,-6.8,-5.0,1.0,0.6
Cc1ccnc(NS(=O)(=O)c2cccs2)c1,-2.5,23.8,-0.5,1.3,101.0,-2.3,-5.5,2.0,-14.6
COc1ccc(C)cc1NC(=O)CNc1ccccc1CN(C)C1CCCCC1,-8.0,5.9,-1.9,-1.1,98.0,4.0,-7.8,-2.0,16.2
COc1ccc(Br)cc1CN(C)C(=O)Cc1ccc(S(=O)(=O)N2CCOCC2)s1,-1.3,.,-0.3,1.1,.,-7.8,.,.,.
O=C(Cc1ccccc1)n1nc(-c2ccccc2)nc1NCc1ccco1,-1.6,16.9,-0.3,-0.7,102.0,-1.9,-0.8,3.0,3.8
O=C(c1ccc([N+](=O)[O-])cc1)N1CCc2ccccc2C1,-5.3,15.4,-0.6,-0.7,95.0,-6.2,-1.7,-1.0,-2.2
Cc1ccc(NC(=O)C2CCN(C(=O)c3ccccc3C)CC2)nc1,-1.1,.,0.7,0.8,.,-5.2,.,.,.
Cc1c(C(=O)Nc2cccc([N+](=O)[O-])c2)csc1-c1ccccc1,-5.9,8.4,-2.2,-0.4,.,-6.6,3.6,.,1.1
Cc1ccc(S(=O)(=O)NC2=NCN(CCN3CCOCC3)CN2)cc1,-2.8,19.4,0.1,1.8,110.0,2.5,2.9,5.0,-3.6
Cc1cc(C)nc(-n2ncc3c2CC(c2ccccc2)CC3=O)n1 (stereo not drawn),-5.7,-32.5,-0.8,0.1,120.0,-3.1,6.8,12.0,19.4
CCCCCCOc1ccc(C(CC(=O)O)C(N)=O)cc1 (stereo not drawn),1.0,25.6,0.3,0.8,107.0,-10.0,8.0,11.0,-3.0
Cc1nn(C)c(C)c1/C=N/O,-2.2,8.9,1.2,-0.1,104.0,-7.7,-10.8,6.0,-2.3
COc1ccc(-c2csc(NC(=O)c3ccccc3F)c2C(=O)O)cc1,-4.9,20.8,0.4,-1.5,105.0,-0.6,-1.0,2.0,9.1
CN(C)C(=O)CCc1nc(-c2ccc(C(C)(C)C)cc2)no1,-1.7,6.3,3.6,6.5,118.0,-7.0,12.3,12.0,-6.9
COC(=O)c1sc(OC)cc1OCc1ccc(C)cc1,-3.8,-4.6,0.3,0.6,99.0,-12.6,-1.0,3.0,-9.5
C/C(CC(=O)Nc1ccc(N(C)C)cc1)=N\NC(=O)c1ccccn1,-1.9,-13.0,-0.6,-0.9,91.0,-14.1,10.0,-7.0,-0.4
COc1cc([N+](=O)[O-])ccc1NC(=O)NCCCN1CCCC1=O,-0.7,2.5,-0.4,-0.4,113.0,-6.2,-0.3,6.0,-11.6
Cc1cc(/C=C2/C(=O)NN(c3ccccc3)C2=O)c(C)n1-c1cccc(O)c1,0.5,1.2,0.1,0.1,81.0,-0.8,12.7,5.0,-10.7
CC1Nc2nc(NC(=O)C(C)(C)C)[nH]c(=O)c2N(C)C1C (stereo not drawn),0.8,7.3,-0.1,1.3,111.0,-3.1,-0.5,2.0,0.8
O=C(NCC(=O)N1CCN(S(=O)(=O)c2cccs2)CC1)c1ccc(Cl)cc1,-8.1,-13.7,-1.2,0.7,96.0,-2.0,-4.9,-2.0,8.5
Cc1cccc(C(=O)N/C(=C\c2ccco2)C(=O)N2CCCCCC2)c1,-6.6,3.5,-1.4,-0.7,101.0,-6.3,19.4,7.0,2.3
N#Cc1cc2c(=O)n3ccccc3nc2n(CCCN2CCOCC2)c1=O,-6.0,-7.8,1.0,0.8,101.0,0.8,2.8,-1.0,-1.6

# Exported field by field: three of the compounds above
> CCCCCCOc1ccc(C(CC(=O)O)C(N)=O)cc1 (stereo not drawn)
  GalR3 antagonist = 1.0 | NALP1 yeast inh = 25.6 | OXTR ag = 0.3 | V1R ag counter = 0.8 | MEKK2 WT-MEK5 = 107.0 | OXTR potentiate = -10.0 | M18AAP inhibitor = 8.0 | MEKK2mut PB1 HTS = 11.0 | GPR7 antagonist = -3.0

> Cc1nn(C)c(C)c1/C=N/O
  GalR3 antagonist = -2.2 | NALP1 yeast inh = 8.9 | OXTR ag = 1.2 | V1R ag counter = -0.1 | MEKK2 WT-MEK5 = 104.0 | OXTR potentiate = -7.7 | M18AAP inhibitor = -10.8 | MEKK2mut PB1 HTS = 6.0 | GPR7 antagonist = -2.3

> COc1ccc(-c2csc(NC(=O)c3ccccc3F)c2C(=O)O)cc1
  GalR3 antagonist = -4.9 | NALP1 yeast inh = 20.8 | OXTR ag = 0.4 | V1R ag counter = -1.5 | MEKK2 WT-MEK5 = 105.0 | OXTR potentiate = -0.6 | M18AAP inhibitor = -1.0 | MEKK2mut PB1 HTS = 2.0 | GPR7 antagonist = 9.1

# Screens as filed in PubChem.
